NSD2 inh: blocks human histone methyltransferase NSD2. O96028. NSD2 peptide methylation, AlphaScreen, 120 min. inhibition, % at 12.5 µM. 310,000 compounds, 0.54% hits. AID 743445; in the data active = inhibition above about 50%
PKA-R2B act: activates the human PKA-R2B holoenzyme complex | 340,000 compounds, 0.079% hits | P22694+P31323 | PKA-R2B holoenzyme dissociation, Cy5-IP20 fluorescence polarization; R2B truncated from residue 108, S112A mutant; 0% DMSO only, 100% 113 µM cGMP | activation, % at 11.4 µM | AID 504700;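 active = activation above a cutoff set at the mean over all compounds plus 3 SD, cut at about 18% in these data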;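 also: higher means more holoenzyme dissociation and a rise in polarization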
Target sequence (P31323 whole entry, looked up, other chains not shown, the tested form may be a part): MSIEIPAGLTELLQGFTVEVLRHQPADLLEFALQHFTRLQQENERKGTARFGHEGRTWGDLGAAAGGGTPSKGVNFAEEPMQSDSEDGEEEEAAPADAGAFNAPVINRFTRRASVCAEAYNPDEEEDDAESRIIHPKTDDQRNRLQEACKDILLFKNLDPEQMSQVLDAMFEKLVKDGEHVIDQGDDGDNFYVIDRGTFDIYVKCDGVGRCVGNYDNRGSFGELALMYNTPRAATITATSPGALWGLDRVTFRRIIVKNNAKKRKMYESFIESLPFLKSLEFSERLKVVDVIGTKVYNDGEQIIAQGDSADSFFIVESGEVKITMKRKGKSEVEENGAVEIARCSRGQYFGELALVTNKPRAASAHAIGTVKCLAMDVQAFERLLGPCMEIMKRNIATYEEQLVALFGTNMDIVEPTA
dFosB act: mouse delta FosB homodimer activation; purified delta FosB, TAMRA-CDK5 oligo fluorescence polarization; percent of positive-control signal above neutral wells; activation, % at 25 µM; 340,000 compounds, 0.99% hits;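 active = mean activation above about 17%, with every replicate also reaching it, limit read from the data, passing the limit was not always enough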;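 also: fluorescence polarization rise as delta FosB binds a TAMRA Cdk5 AP-1 oligo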
Target sequence (P13346 whole entry, looked up): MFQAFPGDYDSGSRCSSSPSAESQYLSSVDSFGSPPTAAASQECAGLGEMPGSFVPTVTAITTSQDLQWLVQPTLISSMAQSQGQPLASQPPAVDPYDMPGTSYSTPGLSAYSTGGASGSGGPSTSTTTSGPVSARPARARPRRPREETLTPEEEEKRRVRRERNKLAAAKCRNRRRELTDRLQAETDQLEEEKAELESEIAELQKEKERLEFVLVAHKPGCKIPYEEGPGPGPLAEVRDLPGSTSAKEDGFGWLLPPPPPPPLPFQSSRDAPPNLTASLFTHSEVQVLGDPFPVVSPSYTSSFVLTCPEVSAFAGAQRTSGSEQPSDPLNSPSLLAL
MITF TRPM1 HTS: MITF TRPM1 promoter activation in melanoma cells | AID 588334 | activation, % at 12.5 µM | SK-MEL-5 TRPM1-promoter luciferase, 24 h; % of positive control, neutral wells = 0 | 300,000 compounds, 0.75% hits;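 active = mean activation of at least 80% with every replicate also reaching 80%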;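 also: 0% = neutral control wells and 100% = parthenolide positive control wells; values of inactives mirror those of a sister screen read the other way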
CDK5 inh: CDK5/p35 (human) kinase inhibition | Q00535+Q15078 | Recombinant CDK5/p35, ADP-Glo luminescence, 60 min | inhibition, % at 10 µM | 330,000 compounds, 0.01% hits;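 active = highest replicate inhibition of at least 50% and at least 75% of replicates reaching 50%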;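 also: plate controls were DMSO neutral control for no effect and GW8510 at 10 µM for full effect; many of its hits are not listed in these tables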
DSG3 Ab inh: blocks pemphigus antibody binding to human desmoglein-3; P32926; DSG3-coupled beads, scFv-anti-DSG3-GFP binding, flow cytometry; hits give low values; binding (percent of control), % at 10 µM; 310,000 compounds, 0.48% hits;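 active = binding more than 3 SD below its plate's average and above zero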;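 also: hits lower antibody fragment binding to DSG3; some compounds called inactive have numbers as strong as hits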
SUMO Mot1 rescue: SUMOylation pathway inhibition by Mot1-301 growth rescue | AID 2716 | S. cerevisiae Mot1-301 growth rescue, ATP luminescence, 38.5C; percent above DMSO median, 100 means doubled | growth rescue, % at 18.8 µM | 320,000 compounds, 1% hits;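 active = every valid replicate shows activation above 250% relative to neutral control wells; inactive = the rest, any valid replicate at or below 250%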;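 also: OY570 slx delta 5 strain wells were the positive control but not used for scaling; some compounds called inactive have numbers as strong as hits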
SR-BI DiI inh: inhibitors of mouse SR-BI mediated HDL lipid uptake; Q61009; ldlA[mSR-BI] CHO cells, DiI-HDL uptake fluorescence, 3 h; inhibition, % at 12.5 µM; 320,000 compounds, 0.96% hits; AID 488896;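 active = mean replicate inhibition of at least 70% and a set share of replicates each scoring 70 or more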;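 also: 0% = median of neutral control wells and 100% = median of positive control wells; values of inactives mirror those of a sister screen read the other way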
PKA-R1A act: activators of PKA-R1A complex; P00514+P68181; PKA-R1A dissociation, Cy5-IP20 fluorescence polarization; scaled: DMSO 0%, 113 µM cGMP 100%; activation, % at 11.4 µM; 340,000 compounds, 0.083% hits; AID 504707;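 active = percent activation above the mean of all tested compounds plus 3 SD, cut at about 19% in these data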;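 also: higher means more PKAc released from R1A so a rise in polarization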
Arr AP2 block: inhibitors of human beta-arrestin and AP2 interaction | FITC-arrestin peptide / GST-AP2 beads, flow cytometry; AP2 beta2 appendage carries R879A mutation | inhibition, % at 10 µM | 340,000 compounds, 0.31% hits | AID 504490;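 active = inhibition above a set limit, near 3 SD of compounds lacking own fluorescence, cut at about 54% in these data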;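 also: plate controls were DMSO wells for no effect and 5 µM unlabelled arrestin peptide for full effect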
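System: GST-AP2 R879A glutathione beads; medium: PBS, Tween 20 0.05%, BSA 0.1%; reagent: fluorescein-tagged arrestin peptide at 50 nM final; schedule: pre-incubation 12 min, peptide binding 1 h, room temperature; detection: flow cytometry, FL1 (488/535 nm); read-out: inhibition as reduced fluorescein signal on beads, percent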
SR-BI DiI-HDL act: activators of SR-BI mediated HDL lipid uptake; CHO ldlA[mSR-BI] cells, DiI-HDL uptake fluorescence, 3 h; 100 = double the neutral-control signal; activation, % at 12.5 µM; 320,000 compounds, 0.096% hits; AID 504775;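 active = mean replicate activation of at least 60% and every replicate at or above 60%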;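 also: 0% = median plate neutral-control signal and 100% = twice that signal; values of inactives mirror those of a sister screen read the other way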
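System: CHO ldlA[mSR-BI] cells / Medium: HEPES-buffered (25 mM, pH 7.4) F12 plus 0.5% BSA / Probe or stimulus: labelled HDL, 10 µg/mL / Doses: single compound concentration, delivered by pin transfer / Schedule: 3 h, 37 °C / Measured by: DiI fluorescence, bottom read / Measure: cell-associated DiI fluorescence as measure of HDL uptake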
* = called active by the depositor; x = no result given.

no. | Molecule | Arr AP2 block | SUMO Mot1 rescue | SR-BI DiI inh | PKA-R2B act | CDK5 inh | PKA-R1A act | SR-BI DiI-HDL act | DSG3 Ab inh | MITF TRPM1 HTS | NSD2 inh | dFosB act
1 | Cc1nn(-c2ccc(Cl)cc2)c(N)c1C(O)(CSc1nccn1C)C(F)(F)F (stereo not drawn) | 4.6 | 10.6 | 18.7 | 2.8 | 0.1 | 2.7 | -18.7 | x | -15.1 | x | -9.3
2 | CC(=O)N1CCC(=NNC(=O)CSc2cc(C)c(Br)cc2C)CC1 | -3.6 | 18.4 | -13.7 | -2.3 | 2.5 | 0.5 | 13.7 | 106.9 | 6.8 | -2.1 | -10.0
3 | CC(C)Sc1nc2ccccc2n1CC(=O)NCc1ccc2c(c1)OCO2 | -4.0 | 0.1 | 11.3 | 4.6 | -1.6 | -9.0 | -11.3 | 100.6 | 14.2 | 1.4 | -6.3
4 | CCOC(=O)C1=C(C)Nc2ccccc2N=C1NC(=O)/C=C/c1ccc(OC)cc1OC | 11.2 | -7.5 | -28.3 | -5.6 | 0.3 | -11.7 | 28.3 | x | 8.6 | -0.4 | -5.8
5 | COc1ccccc1N1CCN(C(=O)CCC(=O)Nc2nnc(CC(C)C)s2)CC1 | 6.0 | -3.6 | 10.9 | -8.8 | -2.3 | -10.3 | -10.9 | 105.1 | 0.4 | -3.4 | -3.2
6 | Cc1ccc(NCC2(N=Cc3ccccc3)OC(CO)C(O)C2O)cc1 (stereo not drawn) | -0.8 | x | -16.9 | 5.2 | -0.6 | -4.0 | 16.9 | 94.1 | -5.9 | 2.1 | -2.6
7 | O=S(=O)(/N=C(/Nc1cc(N2CCOCC2)ncn1)c1ccccc1)c1ccccc1 | 6.0 | 2.9 | -4.7 | -13.2 | 0.1 | 2.4 | 4.7 | 80.1 | 12.8 | -0.3 | -8.8
8 | COc1ccc(C(=O)NC2CCN(CC(=O)Nc3c(C)cccc3C)CC2)cc1OC | 7.1 | -5.3 | 25.6 | 0.2 | 1.3 | 0.9 | -25.6 | 107.9 | x | -2.5 | 2.0
9 | CC(=O)c1cccc(N2C(=NC(=O)C3CC3)SC3CS(=O)(=O)CC32)c1 (stereo not drawn) | -1.5 | -0.6 | -9.1 | -2.4 | 1.1 | 1.7 | 9.1 | 99.8 | 4.3 | 8.8 | -6.7
10 | O=c1c2ccccc2nc(SCc2cccc(F)c2)n1Cc1ccco1 | 9.3 | -41.9 | -19.0 | 4.4 | -1.4 | 0.0 | 19.0 | 107.2 | x | 0.4 | -6.8
11 | COc1ccc2cc(CCNC(=O)c3ccco3)c(=O)[nH]c2c1 | 6.0 | -1.0 | -1.9 | 11.5 | 1.1 | -1.2 | 1.9 | 106.5 | 53.5 | -2.2 | -10.2
12 | O=C(O)c1c[nH]c2cc(C(F)(F)F)ccc2c1=O | -2.2 | 3.2 | -21.8 | 2.9 | 0.9 | 7.2 | 21.8 | 103.1 | 0.3 | 4.4 | -4.9
13 | CN(C)c1ccc(NC(=O)c2sc(SCC(=O)Nc3nccs3)nc2N)cc1 | 23.8 | -0.9 | 30.0 | 8.2 | 1.7 | -6.6 | -30.0 | 99.0 | 11.9 | 2.9 | -2.8
14 | O=C(N/N=C1\CCSC1)c1cc(Cl)ccc1O | 13.1 | -11.4 | -7.7 | -9.1 | 0.5 | -3.1 | 7.7 | 101.5 | -0.8 | -0.9 | -1.8
15 | C=CCN1C(=O)/C(=C\c2cccc(OC(=O)c3ccco3)c2)SC1=S | 4.9 | 3.8 | -6.8 | 2.2 | 1.2 | 13.8 | 6.8 | 103.4 | 20.8 | -2.3 | 0.5
16 | COc1ccc(C(=O)Nc2cccc(S(=O)(=O)NC3=NCCCCC3)c2)cc1 | -3.2 | -11.9 | 36.3 | -2.8 | -8.2 | -2.0 | -36.3 | x | -8.2 | -1.8 | -7.8
17 | COc1ccc(S(=O)(=O)N(C)CC(=O)NCCN2CCOCC2)cc1Cl | -4.7 | 5.7 | -8.1 | 5.7 | 0.1 | 7.8 | 8.1 | x | 2.1 | 86.5* | -3.4
18 | CC(O)C(NS(=O)(=O)c1ccc(Cl)cc1)C(=O)OCc1cc([N+](=O)[O-])cc2c1OCOC2 (stereo not drawn) | 4.3 | -4.7 | 21.0 | -14.5 | -0.2 | -5.0 | -21.0 | 82.8 | 9.2 | 6.3 | 4.5
19 | CC(C)c1ccc(NC(=O)CSc2nc(=O)n(CCN3CCOCC3)c3c2CCC3)cc1 | 5.1 | 2.9 | -3.3 | -1.2 | 0.6 | 4.4 | 3.3 | 90.9 | -8.8 | -0.1 | -12.6
20 | COc1ccccc1C(=O)NC(=O)CSc1nnnn1C | 5.1 | 5.4 | 6.7 | -1.6 | -0.9 | -1.6 | -6.7 | 103.5 | -4.9 | -2.9 | -0.2

10 of the compounds above, with the structure last:
no.	Arr AP2 block	SUMO Mot1 rescue	SR-BI DiI inh	PKA-R2B act	CDK5 inh	PKA-R1A act	SR-BI DiI-HDL act	DSG3 Ab inh	MITF TRPM1 HTS	NSD2 inh	dFosB act	Compound
11	6.0	-1.0	-1.9	11.5	1.1	-1.2	1.9	106.5	53.5	-2.2	-10.2	COc1ccc2cc(CCNC(=O)c3ccco3)c(=O)[nH]c2c1
12	-2.2	3.2	-21.8	2.9	0.9	7.2	21.8	103.1	0.3	4.4	-4.9	O=C(O)c1c[nH]c2cc(C(F)(F)F)ccc2c1=O
13	23.8	-0.9	30.0	8.2	1.7	-6.6	-30.0	99.0	11.9	2.9	-2.8	CN(C)c1ccc(NC(=O)c2sc(SCC(=O)Nc3nccs3)nc2N)cc1
14	13.1	-11.4	-7.7	-9.1	0.5	-3.1	7.7	101.5	-0.8	-0.9	-1.8	O=C(N/N=C1\CCSC1)c1cc(Cl)ccc1O
15	4.9	3.8	-6.8	2.2	1.2	13.8	6.8	103.4	20.8	-2.3	0.5	C=CCN1C(=O)/C(=C\c2cccc(OC(=O)c3ccco3)c2)SC1=S
16	-3.2	-11.9	36.3	-2.8	-8.2	-2.0	-36.3	x	-8.2	-1.8	-7.8	COc1ccc(C(=O)Nc2cccc(S(=O)(=O)NC3=NCCCCC3)c2)cc1
17	-4.7	5.7	-8.1	5.7	0.1	7.8	8.1	x	2.1	86.5*	-3.4	COc1ccc(S(=O)(=O)N(C)CC(=O)NCCN2CCOCC2)cc1Cl
18	4.3	-4.7	21.0	-14.5	-0.2	-5.0	-21.0	82.8	9.2	6.3	4.5	CC(O)C(NS(=O)(=O)c1ccc(Cl)cc1)C(=O)OCc1cc([N+](=O)[O-])cc2c1OCOC2 (stereo not drawn)
19	5.1	2.9	-3.3	-1.2	0.6	4.4	3.3	90.9	-8.8	-0.1	-12.6	CC(C)c1ccc(NC(=O)CSc2nc(=O)n(CCN3CCOCC3)c3c2CCC3)cc1
20	5.1	5.4	6.7	-1.6	-0.9	-1.6	-6.7	103.5	-4.9	-2.9	-0.2	COc1ccccc1C(=O)NC(=O)CSc1nnnn1C
